Source: PubChem (The Scripps Research Institute Molecular Screening Center)
CHO-K1 Ca PAM = nonselective calcium activators in parental CHO-K1 cells, primary screen, counter-screen for M1 PAM project, cell-based, Fluo-8 calcium fluorescence, full deck, 1536-well; ATP EC20; 0% at ATP EC20, 100% at ATP max; activation, % at 3 µM; 360,000 tested, 0.02% active;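 active = activation above the run cutoff, the mean activation of all test compounds plus 3 SD, cut at about 40% in these data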;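 also: peak over basal fluorescence ratio in a 140 s read after ATP addition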
TAAR1 antagonist = human TAAR1 antagonists, primary screen, Fluo-8 calcium fluorescence, CHO RD-HGA16 cells; Trace amine-associated receptor 1 (Homo sapiens), Q96RJ0; antagonist; inhibition, % at 3 µM; 360,000 tested, 1.5% active; AID 624466, 2012;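 active = inhibition above a per-plate cutoff, the mean inhibition of test compounds on that plate plus 3 SD, cut at about 49% in these data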;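 also: 0% = DMSO plus EC80 beta-PEA response and 100% = DMSO alone without agonist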
Target sequence (Q96RJ0 whole entry, looked up): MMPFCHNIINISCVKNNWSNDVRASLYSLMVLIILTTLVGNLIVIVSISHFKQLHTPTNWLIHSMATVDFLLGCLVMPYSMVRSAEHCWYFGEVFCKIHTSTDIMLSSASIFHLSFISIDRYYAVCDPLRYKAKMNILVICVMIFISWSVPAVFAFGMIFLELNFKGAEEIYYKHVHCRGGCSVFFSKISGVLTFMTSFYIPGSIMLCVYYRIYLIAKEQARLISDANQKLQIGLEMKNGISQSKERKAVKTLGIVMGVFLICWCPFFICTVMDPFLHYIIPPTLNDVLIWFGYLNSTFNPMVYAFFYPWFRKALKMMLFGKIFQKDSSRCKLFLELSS
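Material: CHO RD-HGA16 cells bearing hTAAR1; compound dosing: one-point dosing, 3 µM nominal final; schedule: dye loading 75 min at 37 °C, then 30 min room temperature; measured by: calcium fluorescence with Fluo-8; control set: vehicle and agonist controls; replication: n of 1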
CHO-K1 Ca antag = counter-screen for M1 antagonists: effect in parental CHO-K1 cells. inhibition, % at 3 µM. 360,000 tested, 0.6% active. ATP-induced calcium, Fluo-8 fluorescence;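 active = inhibition above a per-plate cutoff, the plate's mean sample inhibition plus 3 SD, cut at about 24% in these data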;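 also: 0% = DMSO plus EC80 ATP and 100% = DMSO alone without ATP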
CHO parental Ca = ATP-evoked calcium signal inhibitors, parental CHO, primary screen, counter-screen for OX1R antagonist project, cell-based, fluorescence, Fluo-8 calcium dye. parental CHO-K1, ATP-induced calcium, Fluo-8 fluorescence. inhibition, % at 5.6 µM. 330,000 tested, 0.63% active;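 active = inhibition above that plate's mean sample inhibition plus 3 SD, cut at about 26% in these data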;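 also: 0% = ATP-challenged DMSO wells and 100% = DMSO wells without ATP; some compounds past the cut are filed as inactive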
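Material – parental CHO cells · Reagent – ATP stimulus · Compound – single nominal dose of 5.6 µM per compound · Detection – Fluo-8 fluorescence · Read-out basis – percent inhibition of calcium signal · Controls – ATP-challenged DMSO wells low, unchallenged DMSO wells high · Repeats – no replicates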
M1 antag = human M1 muscarinic receptor antagonists, primary screen, CHO-K1 cells, Fluo-8 calcium fluorescence, 1536-well | CHO-K1 hM1, ACh EC80 antagonist | inhibition, % at 3 µM | 360,000 tested, 1.3% active;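 active = percent inhibition above its own plate's cutoff, namely the mean of that plate's compound wells plus 3 SD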;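 also: peak over basal fluorescence ratio during 140 s after agonist addition; 0% = ACh EC80 plus DMSO and 100% = DMSO alone without agonist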
Target sequence (P11229 whole entry, looked up): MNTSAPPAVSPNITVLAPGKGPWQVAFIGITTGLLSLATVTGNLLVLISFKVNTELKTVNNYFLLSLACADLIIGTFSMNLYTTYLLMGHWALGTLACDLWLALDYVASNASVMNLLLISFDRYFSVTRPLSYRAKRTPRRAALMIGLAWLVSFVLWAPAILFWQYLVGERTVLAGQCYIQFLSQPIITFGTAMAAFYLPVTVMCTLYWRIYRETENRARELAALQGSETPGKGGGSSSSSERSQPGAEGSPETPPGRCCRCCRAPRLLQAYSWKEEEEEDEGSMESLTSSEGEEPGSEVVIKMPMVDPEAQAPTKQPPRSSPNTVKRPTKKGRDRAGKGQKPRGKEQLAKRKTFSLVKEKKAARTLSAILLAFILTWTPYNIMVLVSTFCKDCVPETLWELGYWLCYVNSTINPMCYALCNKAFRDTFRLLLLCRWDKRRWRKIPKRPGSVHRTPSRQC
CHRM1 agonist = human M1 muscarinic receptor agonists, primary screen, Fluo-8 calcium fluorescence, CHO-K1 cells, HTS | 360,000 tested, 0.33% active | Muscarinic acetylcholine receptor M1 (Homo sapiens), P11229 | AID 588814, 2011 | activation, % at 3 µM | CHO-K1 hM1, agonist mode; 0% DMSO, 100% acetylcholine EC100;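 active = activation above the run's mean compound activation plus 3 SD, cut at about 16% in these data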;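 also: peak over basal fluorescence ratio within a 140 s kinetic read after compound addition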
M1 ag parental = counter-screen for M1 agonists: effect in parental CHO-K1 cells; activation, % at 3 µM; 360,000 tested, 0.48% active; AID 602248, 2012; Fluo-8 calcium fluorescence; scaled to maximal ATP response, vehicle zero; in the data active = activation above about 15%;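 also: untransfected CHO-K1 host cells lacking M1 receptor as counterscreen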
OXTR potentiate = human OXTR potentiators, primary screen, fluorescence, CHO-OTR cells, Fluo-8 calcium | activation, % at 3 µM | Fluo-8 calcium fluorescence, potentiator mode; 0% = oxytocin EC15, 100% = EC100 | 320,000 tested, 0.061% active | Oxytocin receptor (Homo sapiens), P30559 | AID 2445, 2010;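 active = activation above that plate's cutoff, the mean activation of tested compounds plus 3 SD, cut at about 6.6% in these data, passing the limit was not always enough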;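 also: 100% uses oxytocin at 75 nM as the full agonist control; some results filed as inactive read as strong as hits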
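Material: CHO-OTR cells, human receptor; compound dosing: single dose, 3.0 µM nominal final compound concentration; schedule: 6 min compound pre-incubation at room temperature, 100 s kinetic read; measured by: kinetic Fluo-8 calcium fluorescence; read-out basis: % activation vs EC15 and EC100 oxytocin; controls: EC15 oxytocin alone as 0%, 75 nM oxytocin as 100%; replicates: singlicate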
TAAR1 agonist = human TAAR1 agonists, primary screen, Fluo-8 calcium fluorescence, CHO RD-HGA16 cells. Trace amine-associated receptor 1 (Homo sapiens), Q96RJ0. vehicle wells 0%, saturating PEA agonist 100%. activation, % at 3 µM. 360,000 tested, 0.99% active;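 active = activation above the mean activation of all test compounds in the run plus 3 SD, cut at about 38% in these data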
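Test system: RD-HGA16 (CHO) cells co-expressing Gα16 and hTAAR1 / Benchmarks: DMSO vehicle as 0%, PEA at EC100 as 100% / Repeats: no replicates (n 1) / Measure: % activation from peak over basal fluorescence ratio, DMSO-to-PEA scaled / Timing: 17-24 h plating, Fluo-8 75 min 37 °C, 30 min RT / Technique: kinetic Fluo-8 calcium fluorescence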
* marks the source's active call; other numbers are inactive results; x = no result given.

smiles,CHO-K1 Ca PAM,CHO parental Ca,OXTR potentiate,M1 ag parental,CHO-K1 Ca antag,TAAR1 agonist,CHRM1 agonist,TAAR1 antagonist,M1 antag
COc1ccc(OC)c(N(CC(=O)Nc2ccccc2F)S(=O)(=O)c2ccccc2)c1,-2,-10,-17,0.9,-2,-1,-2,-20,-21
O=C(CN1C(=O)CCC1=O)Nc1ccc(S(=O)(=O)N2CCOCC2)cc1,3,-1,-1,0.3,2,5,-6,8,-8
O=C(Cn1cc2c(n1)CCCC2)NCc1cccc(Cl)c1,10,-11,-1,-0.3,0,1,-5,0,3
CN(C(=O)COC(=O)c1ccc(Cl)s1)C1(C#N)CCCCC1,-3,x,x,0.5,11,0,-2,7,-14
C[C@H]1CNC(=O)c2c(C(=O)NC3CCN(C(=O)OC(C)(C)C)CC3)ncn21,5,x,x,0.7,9,3,1,-12,13
O=C(O)COc1ccccc1/C=N/NC(=O)CSc1nc2ccccc2c(=O)n1-c1ccc(Cl)cc1,15,-8,-10,1.0,-13,-1,-3,-6,-2
O=C(c1ccc(Cl)c(Cl)c1)N1CCOCC1,11,-9,-2,0.2,-14,8,1,2,2
CCOC(=O)c1ccc(NC2=CC(=O)C(=O)c3ccccc32)cc1,20,-12,-19,0.4,-1,9,-3,-4,-12
Cc1ccc2oc(=O)cc(CN3CCCCC3)c2c1,-1,-5,-19,-0.4,-19,-1,-5,-8,-8
CCC(Sc1nc2cc(OC)c(OC)cc2c(=O)n1CCc1ccc(S(N)(=O)=O)cc1)C(=O)NCCOC (stereo not given),15,-14,-6,1.8,-4,5,-1,9,-7
Cc1ccc(CNC(=O)CCc2c(C)nc3c(c(C)nn3-c3ccc(C)cc3)c2C)cc1,5,8,0,0.5,-12,0,-2,-10,-14
CCOc1cccc(-c2c(C(=O)N/N=C/c3cccnc3)nnn2-c2nonc2N)c1,20,-8,-4,3.8,-3,14,3,-4,-15
O=C(NCCCCCCNC(=O)OC1CCS(=O)(=O)C1)OC1CCS(=O)(=O)C1 (stereo not given),16,-8,-13,1.0,-18,10,-3,0,-13
Cc1csc(SCC(=O)Nc2cccc3nsnc23)n1,-5,-25,-4,0.2,-2,10,-4,6,-1
CCc1noc(C)c1C(=O)N1CCN(S(=O)(=O)c2ccc(Cl)cc2)CC1,7,-27,5,3.1,-4,2,-4,0,-1
CCCS(=O)(=O)c1c(S(=O)(=O)CCC)c2c(N)cccn2c1C(=O)OC,-10,-17,-1,1.8,12,7,1,18,-3
O=C1c2ccccc2C(=O)C1c1ccnc2ccccc12,8,-4,-13,-0.3,4,5,0,5,-1
Cc1ccc(S(=O)(=O)NCc2ccccc2)cc1C(=O)NC1CCC(C)CC1 (stereo not given),18,-19,-3,1.5,-10,-1,-2,-19,-4
Cn1nc(C(F)(F)F)c(C#N)c1N1CCN(c2ccccc2F)CC1,-8,4,-3,0.1,5,5,3,-11,2
Cc1ccc(S(=O)(=O)c2cc(C#N)c(=O)[nH]c2N)cc1,-3,-2,1,0.1,-3,2,-3,4,-3
COc1ccc(C(O)c2nc(-c3ccoc3)cs2)cc1 (stereo not given),4,x,x,0.2,-11,0,-1,2,-17
S=c1[nH]cc(-c2ccccc2)n1-c1ccccc1,14,-3,-2,0.1,-12,4,-3,-30,-27
COc1cc(/C=N/O)ccc1OCc1ccc(C(=O)O)cc1,20,15,-13,0.2,-8,5,-1,2,-23
Cc1ccc(NC(=O)Cn2c(=O)n(CCC(=O)NC3CCN(Cc4ccccc4)CC3)c(=O)c3ccccc32)cc1,-8,-22,-2,0.2,-12,2,-6,-9,-12
O=C(NCc1cccnc1)c1ccc(S(=O)(=O)N2CCOCC2)cc1,-4,-5,-9,0.3,-18,8,-4,5,-10
CCC(CC)C(=O)Oc1c(C(=O)N(C)C)cccc1-c1ccccc1,27,x,x,0.6,-22,4,-2,5,-19
O=C1NN(c2ccc(Cl)c(Cl)c2)C(=O)/C1=C/c1ccc(-c2ccccc2C(=O)O)o1,-12,x,x,-1.3,10,-2,1,7,-10
COc1ccc(OC)c(-n2c(=S)[nH]c3c(sc(=S)n3-c3ccccc3C)c2=O)c1,-4,-6,2,0.0,-2,1,-6,-17,-6
CN(C(=O)CCc1nnc(-c2ccc(-c3ccccc3)cc2)o1)C1CCOCC1,-6,-3,-10,17*,2,8,4,14,19
COc1ccc(C(CNC(=O)c2ccc(Cl)s2)N2CCOCC2)cc1 (stereo not given),0,-1,10,0.2,-15,0,-5,3,4
O=C(CCN1C(=O)c2ccccc2C1=O)NCc1ccncc1,6,-1,3,0.0,-10,4,-12,6,9
CCCCn1c(N)c(N(CCC(C)C)C(=O)c2cccc(N3C(=O)c4ccccc4C3=O)c2)c(=O)[nH]c1=O,12,-18,-16,1.2,-2,3,-4,-12,-1
CC1CN(C(=S)c2cccc([N+](=O)[O-])c2)CC(C)O1 (stereo not given),-3,-10,-19,0.1,-1,x,-9,x,-5
Cc1[nH]n(-c2ccc([N+](=O)[O-])cc2)c(=O)c1C=NCCN1CCN(C(=O)c2ccccc2)CC1,6,-14,-15,2.0,-11,0,-3,-19,-4
O=C(COc1cc(F)ccc1[N+](=O)[O-])NCCCc1ccccc1,4,4,-20,4.2,-15,3,-3,6,-5
CCOc1cc(NS(=O)(=O)c2ccc(NC(C)=O)cc2)c(OCC)cc1NC(=O)c1cccs1,12,-11,-1,-0.3,-2,6,-2,-4,2
COc1ccc(N(CC(=O)N2CCN(Cc3ccccc3)CC2)S(=O)(=O)c2ccccc2)cc1,5,-16,-14,1.6,-4,0,-2,-22,-19
OC(c1ccc(F)c(F)c1)c1nc(-c2cncnc2)cs1 (stereo not given),13,x,x,1.6,-9,1,-2,-14,-16
CCS(=O)(=O)N1CCC(C(=O)NCc2ccccc2OC)CC1,-9,-7,2,-0.2,-2,2,-2,-7,9
CCc1ccccc1NC(=S)N=Nc1c(O)n(C)c2ccc(S(=O)(=O)N3CCOCC3)cc12,17,-4,-4,0.6,-5,3,-8,-16,-9
CC1C(=O)N(Cc2cn(CCC3OCCCO3)nn2)CCS(=O)(=O)N1Cc1ccc(-c2cccc(N(C)C)c2)cc1 (stereo not given),14,x,x,1.4,-8,0,-3,13,-14
O=C(COC(=O)/C=C/c1cccc(F)c1)Nc1cccc(S(=O)(=O)NC2=NCCCCC2)c1,6,-26,-10,2.9,-3,3,2,-5,1
CCOC(=O)c1cc(NC(=O)c2ccc(OC)cc2)c(=O)oc1-c1ccccc1,8,-6,2,0.5,-1,6,-3,21,-5
CSc1ccc(/C=N/NC(=O)c2ccc(-n3cnnn3)cc2)cc1,21,2,-5,0.5,-14,1,-2,-4,-5
CCCCC[C@H]1CN(Cc2ccc(OC)cc2)C(=O)[C@@H]1CC(=O)NCc1ccccc1,14,-25,-11,1.7,-11,16,0,29,9

Full records, looked up by structure. Values in the order: CHO-K1 Ca PAM | CHO parental Ca | OXTR potentiate | M1 ag parental | CHO-K1 Ca antag | TAAR1 agonist | CHRM1 agonist | TAAR1 antagonist | M1 antag
O=C(COC(=O)/C=C/c1cccc(F)c1)Nc1cccc(S(=O)(=O)NC2=NCCCCC2)c1 is listed with 6 | -26 | -10 | 2.9 | -3 | 3 | 2 | -5 | 1
CC1C(=O)N(Cc2cn(CCC3OCCCO3)nn2)CCS(=O)(=O)N1Cc1ccc(-c2cccc(N(C)C)c2)cc1 (stereo not given) is listed with 14 | x | x | 1.4 | -8 | 0 | -3 | 13 | -14
CCS(=O)(=O)N1CCC(C(=O)NCc2ccccc2OC)CC1 is listed with -9 | -7 | 2 | -0.2 | -2 | 2 | -2 | -7 | 9
CCc1ccccc1NC(=S)N=Nc1c(O)n(C)c2ccc(S(=O)(=O)N3CCOCC3)cc12 is listed with 17 | -4 | -4 | 0.6 | -5 | 3 | -8 | -16 | -9
CCCCC[C@H]1CN(Cc2ccc(OC)cc2)C(=O)[C@@H]1CC(=O)NCc1ccccc1 is listed with 14 | -25 | -11 | 1.7 | -11 | 16 | 0 | 29 | 9

Next records.
smiles,CHO-K1 Ca PAM,CHO parental Ca,OXTR potentiate,M1 ag parental,CHO-K1 Ca antag,TAAR1 agonist,CHRM1 agonist,TAAR1 antagonist,M1 antag
Cn1cnnc1SCC(=O)Nc1ccccc1F,1,-16,5,5.5,-7,1,-1,3,5
CC1Nc2ccc(C(=O)NC3CCCCC3)cc2NC1=O (stereo not given),7,-5,4,2.0,-14,1,1,-3,-15
CCN(CC)P(=O)(Nc1cccc(C(F)(F)F)c1)c1ccc(N(C)C)cc1NC(=O)c1ccco1 (stereo not given),4,-13,-5,-0.6,-10,4,-4,-30,8
Clc1ccc(Cn2cccn2)cn1,6,0,-3,0.3,-16,4,-5,-17,-4
O=C(COC(=O)Cc1ccsc1)Nc1ccc(Cl)c(S(=O)(=O)N2CCOCC2)c1,9,-13,-15,4.7,-3,4,-2,19,3
Cc1nn(-c2ccccc2)c2sc(C(=O)OCc3nnc(-c4ccccc4)o3)cc12,3,-8,-3,0.7,8,12,-2,0,1
O=C1c2cccc([N+](=O)[O-])c2C(=O)N1c1c[nH]c(=O)[nH]c1=O,5,-3,-6,-0.3,-3,1,-2,-19,-4
CCCCC1CCC(C(=O)N(CCOC)c2c(N)n(CCCC)c(=O)[nH]c2=O)CC1 (stereo not given),24,4,3,1.3,-5,4,-3,-35,-13

An excerpt from above, showing only CHRM1 agonist:
smiles	CHRM1 agonist
O=C(O)COc1ccccc1/C=N/NC(=O)CSc1nc2ccccc2c(=O)n1-c1ccc(Cl)cc1	-3
O=C(c1ccc(Cl)c(Cl)c1)N1CCOCC1	1
